TbHK1 inh: T. brucei hexokinase 1 inhibition | 0.11% of 220,000 active | inhibition, % at 10 µM | recombinant TbHK1, G6PDH-coupled NADH A340 | AID 1430;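 active means inhibition of 50% or more in the single-dose primary screen; inactive means inhibition below 50%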
p47phox inh: p47phox (human) inhibition | P14598 | p47phox/p22phox peptide binding, fluorescence polarization, 2 h | inhibition, % at 24.7 µM | 0.53% of 220,000 active | AID 1274;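 active means inhibition above about 30%, limit read from the data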;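 further: 0% = p47phox with labelled peptide and 100% = labelled peptide alone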
Calpain2 inh: blocks pig calpain II enzyme activity; purified calpain II, fluorogenic peptide substrate, 30 min; inhibition, % at 16 µM; 0.37% of 220,000 active; AID 1236;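 active means inhibition above about 50%, limit read from the data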
Furin inhibitor: blocks human furin protease activity. P09958. purified furin, fluorogenic substrate cleavage. inhibition, % at 30 µM. 0.061% of 220,000 active. AID 463115; in the data active means inhibition above about 25%; further: inactives centre near -15
Runt-CBFb FRET: Runt domain-CBFb interaction inhibition; Q01196+Q13951; Cerulean-Runt/Venus-CBFb FRET ratio 530/480, 1 h; inhibition, % at 20 µM; 0.46% of 220,000 active; AID 1496;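 active means inhibition over about 50% at 20 µM in the single-dose screen, limit read from the data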;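 further: 0% = DMSO wells and 100% = excess unlabeled CBFb competitor control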
Target sequence (Q01196 whole entry, looked up, the tested form may be a part): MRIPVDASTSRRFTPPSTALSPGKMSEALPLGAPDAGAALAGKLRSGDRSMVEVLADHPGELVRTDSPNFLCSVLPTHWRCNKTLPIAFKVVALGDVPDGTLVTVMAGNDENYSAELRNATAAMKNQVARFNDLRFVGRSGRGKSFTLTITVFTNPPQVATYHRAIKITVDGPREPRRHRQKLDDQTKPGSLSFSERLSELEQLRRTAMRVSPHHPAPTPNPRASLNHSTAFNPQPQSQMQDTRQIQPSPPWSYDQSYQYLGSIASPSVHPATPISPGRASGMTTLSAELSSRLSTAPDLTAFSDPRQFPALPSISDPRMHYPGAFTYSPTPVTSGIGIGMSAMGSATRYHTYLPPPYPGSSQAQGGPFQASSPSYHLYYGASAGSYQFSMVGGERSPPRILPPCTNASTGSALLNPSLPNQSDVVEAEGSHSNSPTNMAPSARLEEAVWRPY
Target sequence (Q13951 whole entry, looked up, the tested form may be a part): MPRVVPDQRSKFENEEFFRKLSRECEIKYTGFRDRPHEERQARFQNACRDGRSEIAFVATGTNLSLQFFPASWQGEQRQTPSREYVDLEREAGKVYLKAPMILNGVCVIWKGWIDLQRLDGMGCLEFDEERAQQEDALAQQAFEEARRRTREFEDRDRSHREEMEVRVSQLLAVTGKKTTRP
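Measured by: fluorescence energy transfer, 422 nm excitation, 530/480 nm emission; Assay system: Cerulean-Runt domain; Medium: Tris pH 7.5 buffer with BSA; Measure: loss of energy transfer signal; Controls: 5 µM unlabeled CBFb as full-inhibition high control; Incubation: protein complex preformed 1 h, compound exposure 1 h, room temperature, dark.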
EBV gp42 inh: EBV gp42 inhibition | Q1HVG2 | Fluorescence polarization binding assay, mP read-out | inhibition, % (tested at 21.74 µM) | 0.42% of 220,000 active | AID 1085; in the data active means inhibition above about 50%
Target sequence (Q1HVG2 whole entry, looked up): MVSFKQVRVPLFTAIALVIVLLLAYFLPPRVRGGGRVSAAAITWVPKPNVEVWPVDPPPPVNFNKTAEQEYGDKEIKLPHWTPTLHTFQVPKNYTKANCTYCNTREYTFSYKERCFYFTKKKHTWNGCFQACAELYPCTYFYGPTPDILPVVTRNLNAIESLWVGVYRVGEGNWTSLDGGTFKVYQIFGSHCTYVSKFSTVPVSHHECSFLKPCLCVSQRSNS
Runt-SMMHC FRET: Runt domain-CBFb-SMMHC interaction inhibition | Q01196+Q13951 | 0.74% of 220,000 active | AID 1434 | Cerulean-Runt/Venus-CBFb-SMMHC FRET ratio 530/480, 1 h | inhibition, % at 20 µM;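 active means mean inhibition across duplicate retests at 20 µM reaching about 50%, limit read from the data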;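 further: 0% = DMSO wells and 100% = wells with excess untagged CBFb-SMMHC; inhibitors lower the FRET ratio by blocking Runt binding to CBFb-SMMHC; some results filed as inactive read as strong as hits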
RBBP9 inh: human RBBP9 hydrolase inhibition; inhibition, % at 7.94 µM; 0.2% of 220,000 active; AID 1515; recombinant RBBP9, FP-Rh probe fluorescence polarization; O75884;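 active means inhibition above the campaign mean of all tested compounds plus 3 SD, cut at about 14% in these data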;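 further: plate controls were DMSO wells with RBBP9 for no effect and wells lacking RBBP9 protein for full effect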
Target sequence (O75884 whole entry, looked up): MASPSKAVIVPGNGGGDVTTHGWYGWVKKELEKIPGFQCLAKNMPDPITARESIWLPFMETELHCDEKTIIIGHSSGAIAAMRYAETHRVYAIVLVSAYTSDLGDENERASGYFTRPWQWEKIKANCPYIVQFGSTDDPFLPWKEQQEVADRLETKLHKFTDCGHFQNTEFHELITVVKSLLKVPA
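Assay system: recombinant human RBBP9; Reagent: Serine-hydrolase probe FP-Rh, 375 nM pre-mixing; Doses: 7.94 µM single dose, 0.794% DMSO; Incubation: 30 min then 45 min, 25 °C; Detection: fluorescence polarization (mP), excitation 525 nm, emission 598 nm; Evaluation: percent inhibition from mP, scaled between DMSO and no-protein wells.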
p97 ATPase inh: inhibitors of human p97 ATPase; 0.42% of 220,000 active; recombinant p97 ATPase, Kinase-Glo ATP luminescence, 3 h; P55072; inhibition, % at 8 µM; in the data active means inhibition above about 15%;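 further: 0% = DMSO vehicle and 100% = wells lacking enzyme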
Numbers without * were called inactive; . = no result given; [ ] = remark or other dose.

SMILES	TbHK1 inh	p47phox inh	Calpain2 inh	Furin inhibitor	Runt-CBFb FRET	EBV gp42 inh	Runt-SMMHC FRET	RBBP9 inh	p97 ATPase inh
O=C(COc1ncnc2sccc12)N1CCc2ccccc2C1	3.8	-4.9	0.2	-20.8	-1.8	-26.2	0.7	-4.4	3.6
CC12COC3(C(=O)N4CCN(c5ccccn5)CC4)CC1CCC32C (stereo not drawn)	-4.2	0.8	-0.8	-23.7	-1.9	-20.7	0.8	6.2	2.1
COc1ccc(NC(=O)c2ccc(OC(=S)N(C)c3ccc(OC)cc3)cc2)cc1	-5.4	3.3	-6.6	-22.8[20 µM]	-2.1	-27.8	-2.3	-1.9	2.4
CCOc1ccc(NC(=O)COc2ccc(C(=O)NCCc3ccccc3)cc2)cc1	-9.1	-6.2	6.2	-3.6	0.4	-19.1	-1.3	-4.2	1.9
O=C(CCc1nc2ccccc2s1)NC1CCOC1=O (stereo not drawn)	3.1	1.3	16.1	-11.4	-0.8	-1.5	-1.2	-8.9	-7.2
CCCCCN1C/C=C\C(c2ccc(OC)cc2)N(Cc2ccc(F)cc2)C(=O)C1 (stereo not drawn)	-7.9	-8.2	5.5	-33.6	-0.3	-19.4	-1.9	.	.
CCOC(=O)NC(c1ccccc1)C1CCCCC1=O (stereo not drawn)	2.6	-4.6	7.1	-17.3[20 µM]	1.2	0.2	-5.5	-6.5	0.3
CC1(C(=O)NC2CCCCC2)CCC(=O)N1Cc1cccnc1 (stereo not drawn)	1.5	-16.0	-22.6	-14.5	0.1	-3.1	2.5	-8.1	-5.9
CC1CCN(S(=O)(=O)c2ccc(NC(=O)Cn3nnc(-c4ccccc4F)n3)cc2)CC1	28.0	7.4	-34.0	-12.7	-2.3	-7.4	-0.7	-8.1	0.2
Cc1ccc(NC(=S)NC2CCCCC2)cc1S(=O)(=O)N(C)C	0.1	-3.0	14.4	-26.7	0.8	0.0	-4.5	0.2	5.6
c1ccc(-c2n[nH]c3c2CCC3)cc1	4.8	-14.3	12.9	-15.6	-1.9	5.9	-0.6	-4.8	-4.2
COc1ccc(OC)c(S(=O)(=O)N(C)CC(=O)N2CCc3ccccc3C2)c1	-1.6	-3.5	14.5	-28.8[20 µM]	1.2	-7.0	-4.0	-3.5	-1.8
CCOc1ccc(NC(=O)C2CCCCN2S(=O)(=O)c2ccccc2)cc1 (stereo not drawn)	-0.6	-9.1	-10.0	-15.1[20 µM]	-0.4	-17.6	1.7	-8.8	-0.3
CN(CCCC(=O)NC1CC(C)(C)NC(C)(C)C1)S(=O)(=O)c1ccc([N+](=O)[O-])cc1	1.9	-19.1	-14.2	-22.1	2.2	-6.5	-2.0	0.2	-0.6
O=C(Cn1cc2c(n1)CCCC2)NCCCN1CCN(Cc2ccccc2)CC1	5.8	-20.5	4.8	-25.3	-1.1	-12.2	-0.8	-7.1	12.9
CCN(CC)CC(=O)Nc1nc(-c2ccc(Cl)cc2)cs1	-12.0	-10.0	13.5	-23.1[20 µM]	2.5	-19.8	-0.9	5.7	-3.4
Cc1[nH][nH]c(=O)c1C(c1c(C)[nH][nH]c1=O)c1cn(Cc2ccc(Cl)c(Cl)c2)c2ccccc12	-7.7	-10.0	23.3	-1.8	-6.9	8.1	-6.0	-2.6	42.1*
COc1ccc2nc(Cl)c(C3CC(c4ccco4)=NN3C(=O)CCC(=O)O)cc2c1 (stereo not drawn)	-12.6	-0.6	23.9	-23.4	11.5	-0.4	2.2	-9.4	2.3
O=C(CSc1ccc2nnc(CCNC(=O)c3ccccc3)n2n1)Nc1ccccc1	1.5	-0.4	-6.7	-14.3	0.9	-8.2	2.6	-2.5	0.1
COc1ccc(-c2nnc(N(C)C(=O)C3CCCO3)s2)cc1 (stereo not drawn)	-3.1	-11.9	-2.4	-4.5[20 µM]	1.8	0.3	2.7	-3.2	-0.3

In another format: entries from further up.
Below each SMILES – TbHK1 inh | p47phox inh | Calpain2 inh | Furin inhibitor | Runt-CBFb FRET | EBV gp42 inh | Runt-SMMHC FRET | RBBP9 inh | p97 ATPase inh
Cc1ccc(NC(=S)NC2CCCCC2)cc1S(=O)(=O)N(C)C
→ 0.1 | -3.0 | 14.4 | -26.7 | 0.8 | 0.0 | -4.5 | 0.2 | 5.6
c1ccc(-c2n[nH]c3c2CCC3)cc1
→ 4.8 | -14.3 | 12.9 | -15.6 | -1.9 | 5.9 | -0.6 | -4.8 | -4.2
COc1ccc(OC)c(S(=O)(=O)N(C)CC(=O)N2CCc3ccccc3C2)c1
→ -1.6 | -3.5 | 14.5 | -28.8[20 µM] | 1.2 | -7.0 | -4.0 | -3.5 | -1.8
CCOc1ccc(NC(=O)C2CCCCN2S(=O)(=O)c2ccccc2)cc1 (stereo not drawn)
→ -0.6 | -9.1 | -10.0 | -15.1[20 µM] | -0.4 | -17.6 | 1.7 | -8.8 | -0.3
CN(CCCC(=O)NC1CC(C)(C)NC(C)(C)C1)S(=O)(=O)c1ccc([N+](=O)[O-])cc1
→ 1.9 | -19.1 | -14.2 | -22.1 | 2.2 | -6.5 | -2.0 | 0.2 | -0.6
O=C(Cn1cc2c(n1)CCCC2)NCCCN1CCN(Cc2ccccc2)CC1
→ 5.8 | -20.5 | 4.8 | -25.3 | -1.1 | -12.2 | -0.8 | -7.1 | 12.9
CCN(CC)CC(=O)Nc1nc(-c2ccc(Cl)cc2)cs1
→ -12.0 | -10.0 | 13.5 | -23.1[20 µM] | 2.5 | -19.8 | -0.9 | 5.7 | -3.4
Cc1[nH][nH]c(=O)c1C(c1c(C)[nH][nH]c1=O)c1cn(Cc2ccc(Cl)c(Cl)c2)c2ccccc12
→ -7.7 | -10.0 | 23.3 | -1.8 | -6.9 | 8.1 | -6.0 | -2.6 | 42.1*
COc1ccc2nc(Cl)c(C3CC(c4ccco4)=NN3C(=O)CCC(=O)O)cc2c1 (stereo not drawn)
→ -12.6 | -0.6 | 23.9 | -23.4 | 11.5 | -0.4 | 2.2 | -9.4 | 2.3
O=C(CSc1ccc2nnc(CCNC(=O)c3ccccc3)n2n1)Nc1ccccc1
→ 1.5 | -0.4 | -6.7 | -14.3 | 0.9 | -8.2 | 2.6 | -2.5 | 0.1
COc1ccc(-c2nnc(N(C)C(=O)C3CCCO3)s2)cc1 (stereo not drawn)
→ -3.1 | -11.9 | -2.4 | -4.5[20 µM] | 1.8 | 0.3 | 2.7 | -3.2 | -0.3

Other entries
SMILES	TbHK1 inh	p47phox inh	Calpain2 inh	Furin inhibitor	Runt-CBFb FRET	EBV gp42 inh	Runt-SMMHC FRET	RBBP9 inh	p97 ATPase inh
COc1cc(/C=C/C(=O)OCC(=O)c2c(N)n(C)c(=O)n(C)c2=O)ccc1OC(F)F	2.0	-1.1	-42.5	-18.5	-4.8	-6.3	-5.0	-4.0	2.5
Cc1oc(C(C)(C)C)cc1C(=O)Nc1cccc(/C=C/C(=O)O)c1	-6.0	-15.0	-30.8	-9.4	4.4	-3.9	1.0	-2.6	-4.7
O=C(C[n+]1ccccc1)N1CCCc2ccccc21	-2.8	-5.1	-6.4	-18.2	-1.4	-7.6	-2.4	-0.3	0.9
COc1ccc(C(=O)N2CCN(c3nc4cc(C)ccc4cc3C#N)CC2)c(OC)c1	-6.1	-13.5	-166.7	-23.2[20 µM]	7.9	-13.4	9.8	-2.8	-3.5
C[C@@H](O)C1NC(=O)[C@H](CCCCN)NC(=O)c2cc([N+](=O)[O-])cc(I)c2NCCC[C@@H](C(N)=O)NC1=O (stereo partly drawn)	-13.5	-11.4	-17.3	-4.1	0.2	-6.2	2.8	-13.3	-1.9
CC(C)=N/N=C1/NC(=O)C(CC(=O)Nc2cc(Cl)ccc2C)S1 (stereo not drawn)	34.8	-0.8	5.1	-4.7	-0.6	-3.1	2.2	-5.7	1.3
N#Cc1c(SCC(=O)N2CCCCC2)nsc1SCC(=O)N1CCCCC1	2.2	-6.7	-8.6	-24.6[20 µM]	0.9	-22.0	2.0	-8.5	0.0
COCCn1cnc2c1c(=O)n(CC(=O)OCC(=O)NCCCc1ccccc1)c(=O)n2Cc1ccccc1	24.6	-10.5	-2.2	-9.5	-4.7	-31.7	4.3	-5.9	2.2
CC(=O)c1cnc(Nc2nc(C)c3ccc(C)cc3n2)nc1C	-26.4	-6.2	-11.5	-2.2	2.4	-18.3	2.7	-8.1	-2.2
COc1ccc(NC2=NCC(=O)N2c2ccccc2F)cc1	-1.2	-9.0	-17.5	-14.0[20 µM]	-0.7	-17.9	-6.0	-5.3	3.4
O=C(CN1CCC(NC(=O)c2ccccc2F)CC1)Nc1ccc2c(c1)OCCO2	-12.1	22.3	-16.6	-18.1	0.0	-6.2	-3.6	-9.4	2.4
CCC(=O)NC(c1ccccc1)c1nc2ccccc2[nH]1 (stereo not drawn)	-5.9	-4.8	-6.5	-2.9	0.7	-10.7	-6.7	-4.2	6.0
CC(C)(C)NC(=O)c1ccccc1-c1nc2ccccc2s1	-12.3	-14.8	-13.7	-25.8	-1.2	-10.6	-5.8	4.1	2.1
C[C@@H]1CC=C[C@H]2[C@H]1C(=O)N(Cc1ccccc1)[C@H]2c1ccc(F)c(Br)c1	-6.0	-14.5	15.8	-17.3	0.9	0.0	-0.4	.	.
CN(C)c1cccc(NC(=O)CCc2ccccc2)c1	9.7	-1.2	17.1	-12.5[20 µM]	9.3	-6.3	10.4	-7.0	-1.0
COC(=O)c1[nH]c2c(c1C)C(=O)CC(c1cccs1)C2 (stereo not drawn)	6.7	-2.3	-20.3	-2.7[20 µM]	0.1	-14.0	-1.6	-12.1	-5.9
Cn1c(N2CCC(C(N)=O)CC2)nc2c1c(=O)n(Cc1ccc(Cl)cc1)c(=O)n2C	3.6	-6.4	-12.3	-6.6	-0.6	-9.5	2.7	-5.3	-2.8
Cc1ccc(CN2CCSCC2)c(C)c1	-8.1	5.8	-5.5	-20.8	-0.9	-8.0	-0.2	-0.5	1.6
O=C(NCc1nc2ccccc2[nH]1)c1cccc(S(=O)(=O)N2CCOCC2)c1	2.0	3.5	-23.6	-9.6[20 µM]	0.5	-29.8	-6.4	5.4	4.4
CCCCCCCOC1(c2ccccc2)OC(=O)c2ccccc21 (stereo not drawn)	6.5	-11.1	-8.3	-19.6[20 µM]	-6.7	-8.7	-1.4	-3.8	1.2
CCCCc1nc(NCC2CCCO2)c(C#N)c2c1COC(C)(C)C2 (stereo not drawn)	-8.8	-4.3	-56.2	-20.8[20 µM]	-4.4	-11.6	-6.4	8.4	-3.8
CC(OC(=O)c1oc2ccccc2c1COc1ccccc1)C(=O)NC(N)=O (stereo not drawn)	0.1	-0.5	-8.0	-12.8	-2.5	-17.3	2.2	-0.1	2.8
CCOc1ccc(NCCC(=O)c2ccc3c(c2)OCO3)cc1	-4.6	-6.3	26.7	-21.0[20 µM]	3.2	-15.5	0.3	-6.0	-1.3
COCCN1C(=O)N[C@@H](c2ccccc2)C(C(C)=O)=C1C	-7.2	16.5	19.4	-8.0	-2.5	8.7	0.8	-11.2	2.5
COc1c(F)c(F)c(C(=O)O)c(Nc2cc(C)cc(C)c2)c1F	-4.7	-6.2	-21.5	-30.2	-0.8	-3.9	1.3	-1.7	5.0
CCCc1cc(=O)n2[nH]c(-c3ccc(Br)cc3)cc2n1	-2.7	-4.7	-5.3	-16.2[20 µM]	3.6	-19.7	11.2	-7.3	0.1
